MEP2-GFP yeast – modulators of MEP2-GFP levels in yeast, primary screen, S. cerevisiae, multiplex flow cytometry, MLPCN library. S. cerevisiae MEP2-GFP strain, 3 h; 100% = DMSO control level. GFP response vs DMSO, % at 10 µM. actives 0.51% (n = 330,000);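 active = GFP response versus DMSO above a set limit, roughly screen mean plus 3 SD, cut at about 180% in these data; inconclusive = fewer than 70 cells counted for a yeast strain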;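 note: median GFP fluorescence of the barcode-gated MEP2-GFP cells per well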
AGP1-GFP MLPCN – modulators of AGP1-GFP expression in yeast TOR pathway, primary screen, cell-based, multiplex flow cytometry, S. cerevisiae, MLPCN library; 3 h; GFP as percent of DMSO wells; GFP response vs DMSO, % at 10 µM; actives 0.02% (n = 320,000);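 active = GFP response relative to DMSO above a set limit, near screen average plus 3 SD, cut at about 150% in these data; inconclusive = fewer than 70 cells counted for the yeast strain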;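 note: median GFP channel fluorescence of the gated AGP1 strain per well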
RPL19A TOR yeast – RPL19A-GFP expression modulators in yeast, primary screen, cell-based, S. cerevisiae, multiplex flow cytometry, MLPCN; percent response vs DMSO, % at 10 µM; AID 2025, 2009; S. cerevisiae RPL19A-GFP strain, 3 h; stronger effect = lower value; actives 0.3% (n = 330,000);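 active = percent response vs DMSO below 50%; inconclusive = fewer than 70 events counted for the yeast strain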;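 note: median channel GFP fluorescence of the barcoded RPL19A-GFP strain; ratio of sample median GFP to plate DMSO average so 100% = DMSO; lower means less RPL19A-GFP as with rapamycin TOR inhibition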
CIT2-GFP yeast – modulators of CIT2-GFP expression in yeast, primary screen, S. cerevisiae, GFP fusion, multiplex flow cytometry, MLPCN library | GFP response vs DMSO, % at 10 µM | AID 2029, 2009 | actives 0.065% (n = 320,000) | S. cerevisiae CIT2-GFP strain, 3 h; 100 means same as DMSO wells;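 active = GFP response relative to DMSO above a set limit, near the screen mean plus 3 SD, cut at about 150% in these data; inconclusive = Fewer than 70 cells measured for a yeast strain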;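 note: ratio of well median GFP fluorescence to mean of DMSO wells on the plate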
LAP4 TOR yeast – modulators of LAP4-GFP expression in yeast, primary screen, S. cerevisiae, multiplex flow cytometry, MLPCN library; 3 h; median GFP as percent of DMSO wells; GFP response vs DMSO, % at 10 µM; actives 0.34% (n = 320,000); AID 2023, 2009;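 active = GFP response vs DMSO above a set limit, about the screen mean plus 3 SD, cut at about 150% in these data; inconclusive = under 70 cell events counted for the yeast strain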
GRK2 inh – compounds blocking aptamer binding on GRK2 – biochemical, human GRK2, bead flow cytometry, HTS, primary screen. inhibition of aptamer binding, % at 10 µM. Beta-adrenergic receptor kinase 1 (Homo sapiens), P25098. actives 0.59% (n = 330,000). FAM-aptamer displacement from GRK2. AID 488847, 2010;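 active = inhibition of aptamer binding above 40%, roughly 3 SD of noise, on plates passing a quality check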;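 note: median bead fluorescence of bound FAM aptamer so fluorescent compounds give negative values; no value below 0 was filed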
CR mimetic SO – reduction of superoxide in aged yeast, primary screen, HTS; S. cerevisiae aged cells, superoxide DHE fluorescence; stronger effect = lower value; superoxide response (% of plate mean), % at 10 µM; actives 0.18% (n = 330,000);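 active = superoxide response under a set limit, about three screen SD below normal, cut at about 65% in these data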;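 note: yeast aged for seven days with compound at 30 °C before DHE staining; 100% = average MFI of all compound-treated wells on the plate with controls excluded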
VLA-4 inh – inhibition in human VLA-4 binding assay, primary screen, VLA-4 allosteric modulator project, MLPCN library, flow cytometry, VLA-4 expressing cells; Integrin alpha-4 (Homo sapiens), P13612; ligand binding flow cytometry; inhibition, % (about 7 µM as worked out from the volumes in the protocol); actives 0.2% (n = 330,000); AID 2557, 2010; in the data active = inhibition above about 50%
Target sequence (P13612 whole entry, looked up): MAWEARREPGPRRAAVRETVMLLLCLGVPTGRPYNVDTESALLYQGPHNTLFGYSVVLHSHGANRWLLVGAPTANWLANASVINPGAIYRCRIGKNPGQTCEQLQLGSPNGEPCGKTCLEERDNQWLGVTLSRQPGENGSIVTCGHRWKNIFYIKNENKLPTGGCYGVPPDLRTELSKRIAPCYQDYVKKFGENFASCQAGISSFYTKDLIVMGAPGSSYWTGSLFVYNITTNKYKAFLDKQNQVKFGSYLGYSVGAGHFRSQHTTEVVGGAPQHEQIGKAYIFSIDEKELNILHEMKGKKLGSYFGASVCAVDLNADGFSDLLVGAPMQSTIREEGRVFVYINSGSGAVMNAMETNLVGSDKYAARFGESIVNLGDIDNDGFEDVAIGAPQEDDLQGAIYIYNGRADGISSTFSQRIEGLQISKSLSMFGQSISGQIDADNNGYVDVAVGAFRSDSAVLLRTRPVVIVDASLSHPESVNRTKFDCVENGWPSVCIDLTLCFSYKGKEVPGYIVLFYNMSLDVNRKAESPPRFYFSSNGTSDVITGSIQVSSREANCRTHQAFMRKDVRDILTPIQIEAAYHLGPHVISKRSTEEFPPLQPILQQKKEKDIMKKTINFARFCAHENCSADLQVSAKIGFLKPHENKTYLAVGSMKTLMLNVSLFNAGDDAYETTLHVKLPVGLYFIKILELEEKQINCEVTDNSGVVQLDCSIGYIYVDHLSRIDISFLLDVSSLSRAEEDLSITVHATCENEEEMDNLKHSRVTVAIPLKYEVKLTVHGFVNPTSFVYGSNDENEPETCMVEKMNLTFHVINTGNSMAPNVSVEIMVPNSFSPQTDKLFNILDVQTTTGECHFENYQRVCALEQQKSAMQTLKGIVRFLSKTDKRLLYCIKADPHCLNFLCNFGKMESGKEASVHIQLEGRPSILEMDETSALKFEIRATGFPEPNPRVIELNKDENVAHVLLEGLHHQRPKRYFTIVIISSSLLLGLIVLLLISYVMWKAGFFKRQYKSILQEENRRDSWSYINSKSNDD
Active calls of the source: *; ? = inconclusive; [ ] = another dose, or the depositor's remark.

The opening 2 entries, ahead of the listing:
SMILES	MEP2-GFP yeast	AGP1-GFP MLPCN	RPL19A TOR yeast	CIT2-GFP yeast	LAP4 TOR yeast	GRK2 inh	CR mimetic SO	VLA-4 inh
COc1ccc(C(=O)Nc2ccc(S(=O)(=O)N3CCc4ccccc43)cc2)cc1	96	95	95	90	112	0	100	1
C#CCOCCOCCOCCNc1nc(N2CCN(C(=O)Cn3cc(CCCCN)nn3)CC2)nc(N2CCN(C(=O)Cn3cc(CC(C)O)nn3)CC2)n1 (stereo unspecified)	97	91	104	113	125	4	97	-9

The listing (from the top)
SMILES	MEP2-GFP yeast	AGP1-GFP MLPCN	RPL19A TOR yeast	CIT2-GFP yeast	LAP4 TOR yeast	GRK2 inh	CR mimetic SO	VLA-4 inh
COc1ccc(C(=O)Nc2ccc(S(=O)(=O)N3CCc4ccccc43)cc2)cc1	96	95	95	90	112	0	100	1
C#CCOCCOCCOCCNc1nc(N2CCN(C(=O)Cn3cc(CCCCN)nn3)CC2)nc(N2CCN(C(=O)Cn3cc(CC(C)O)nn3)CC2)n1 (stereo unspecified)	97	91	104	113	125	4	97	-9
Cc1ccc(C)c(SCC(=O)OCC(=O)Nc2ncc(C(F)(F)F)cc2Cl)c1	103	104	102	103	99	2	93	-1
Cc1cccc(NC(=S)NC(=O)c2ccc(-c3ccccc3)cc2)n1	101	98	101	99	107	0	92	-2
CC(C)(C)OC(=O)C[C@@H]1C/C=C\C[C@@H](CC(=O)N[C@@H](CO)Cc2ccccc2)C(=O)N2CCC[C@@H]2COC1=O	95	110	104	107	103	0	122	-2
CCCc1ccc2c(N)c(C#N)sc2n1	104	95	95	89	112	2	92	4
CC1=CC(C)(C(Cl)Cl)C(C)=CC1=O (stereo unspecified)	97	94	93	78	86	2	102	-7
COCCn1c(C)cc(/C=C2/NC(=O)N(c3ccc(Cl)cc3)C2=O)c1C	111	95	92	97	90	3	112	-15
O=C(CN1CCN(c2ccccc2)CC1)Nc1nnc(-c2ccccc2)s1	105	103	102	99	101	2	94	7
CCN1CCC2(CC1)N=C(c1ccc(F)cc1)C(=S)N2C(=O)c1ccc(C(C)(C)C)cc1	102	102	104	102	106	0	115	-12
CCn1cnc2sc(C(=O)O)c(C)c2c1=O	103	99	96	96	95	0	107	0
CCN(CC(=O)Nc1ccccc1C(F)(F)F)C(=O)Cc1cccs1	94	93	90	94	85	0	104	-7
COc1cc(/C=N/NS(=O)(=O)c2ccc(C)c([N+](=O)[O-])c2)cc([N+](=O)[O-])c1O	112	103	109	112	86	2	110	2
CCc1cc(=O)oc2cc(OCC=C(C)C)ccc12	111	97	103	100	102	0	90	9
Cc1cc(C)n(CC(O)COc2ccccc2[N+](=O)[O-])n1 (stereo unspecified)	123	105	108	104	104	1	91	16
O=C(Nc1ccccc1Cl)c1ccccc1	103	92	99	96	90	1	86	0
O=C(NCc1ccc2c(c1)CCO2)Nc1ccccc1	78	87	90	68	99	0	97	5
CCc1cccc(NC(=O)c2ccc(Cn3nc(C)cc3C)o2)c1	100	94	96	93	99	0	106	4
COc1ccc(CC(=O)Nc2c(C(=O)N3CCN(c4ccccc4OC)CC3)oc3ccccc23)cc1OC	92	92	96	94	86	2	120	-12
Cc1cc(C)n(-c2cc(N3CCN(S(=O)(=O)c4ccc(Br)cc4)CC3)ccc2[N+](=O)[O-])n1	135	105	108	111	104	0	99	5
COc1ccc(OCC(=O)N/N=C/c2ccsc2)cc1	96	96	99	94	104	17	91	9
CCN(CC(=O)Nc1ccc(NC(C)=O)cc1)C(=O)CCCN1C(=O)c2ccccc2C1=O	96	111	104	102	109	2	70	4
CCC1CCC(C(=O)NC(C(=O)NCCCN2CCCCC2C)C(C)C)CC1 (stereo unspecified)	95	93	92	85	105	0	104	4
Cc1ccc(S(=O)(=O)c2cc3ccccc3nc2N)cc1	99	110	94	118	97	1	87	8
Cc1ccc(NC(=O)CNc2cc(S(=O)(=O)N3CCOCC3)ccc2N2CCOCC2)cc1S(=O)(=O)N(C)C	106	109	104	105	125	1	96	7

Additional results follow:
SMILES	MEP2-GFP yeast	AGP1-GFP MLPCN	RPL19A TOR yeast	CIT2-GFP yeast	LAP4 TOR yeast	GRK2 inh	CR mimetic SO	VLA-4 inh
S=C(Nc1ccc(Oc2ccccc2)cc1)N(CCCN1CCOCC1)Cc1ccccn1	100	99	95	95	95	0	100	3
CCOc1ccc(NC(=S)NCc2ccco2)cc1	90	96	92	101	93	1	98	7
O=C(C1c2ccccc2Oc2ccccc21)N1CCN(c2ccc(Cl)cc2)CC1	100	103	100	96	94	0	92	-5
O=C(O)/C=C\C(=O)Nc1ccccc1C(=O)NC1CCCCC1	108	105	107	108	114	0	100	10
CCOC(=O)c1c(C)[nH]c(C)c1C(=O)CSc1nc2ccccc2c(=O)n1-c1ccc(F)cc1	98	93	91	91	94	0	114	-9
CC(=O)NCCOC(=O)Nc1cccnc1	105	97	97	100	98	0	112	16
Cc1ccc(S(=O)(=O)CCC(=O)OCC(=O)N2c3ccccc3NC(=O)C2(C)C)cc1	109	110	102	106	113	5	90	6
CCCCC12CN3CCN(CC(C3)/C1=N\NC(=O)c1ccccc1N)C2	141	105	104	111	104	0	82	24
CC(=O)N1c2ccc(Cl)cc2C2C=CCC2C1c1cccc2ccccc12 (stereo unspecified)	90	95	94	79	111	2	102	8
Cc1ccc(S(=O)(=O)N(CC(=O)O)Cc2ccco2)cc1	106	106	108	103	120	30	84	2
CC(=O)NS(=O)(=O)c1ccc(N/C(N)=N/c2nc(C)cc(C)n2)cc1	114	103	100	110	85	0	102	15
CCOc1ccc(NC(=O)CN(C)c2ccc(S(=O)(=O)N3CCOCC3)cn2)cc1OCC	99	101	98	107	122	3	126	-3
Cc1ccc2oc(=O)c3cc(C(=O)NCCCN4CCCCCC4)sc3c2c1	95	98	97	94	98	0	108	-116
Cc1csc(NC(=O)C2CCCN(S(=O)(=O)c3ccc(Br)s3)C2)n1 (stereo unspecified)	113	95	102	95	102	4	106	20
O=C(NNC(=O)c1cccs1)c1ccc(S(=O)(=O)N2CCCCC2)cc1	94	98	96	99	93	0	118	-5
COc1cccc(/C=N/Nc2nc(C)cc(=O)[nH]2)c1OC	95	98	98	94	98	0	106	-11
O=C(c1ccc(S(=O)(=O)Nc2ccccc2)cc1)N1CCC1	98	110	97	105	113	0	92	9
COc1ccc(NC(=S)Nc2nc(CC(=O)Nc3ccccc3OC)cs2)cc1	98	97	98	92	95	2	96	5
CCOC(=O)N1CCc2c(sc3nc(SC(C)C)n(N)c(=O)c23)C1	104	93	99	90	94	0	94	7
O=[N+]([O-])c1ccc(N2CCN(S(=O)(=O)c3ccccc3)CC2)cc1NCc1cccnc1	109	107	101	108	103	0	112	-6
CCN(CC)S(=O)(=O)c1cccc(-c2nnc(SCCCC(=O)c3ccccc3)o2)c1	91	89	89	80	93	29	92	3
O=C(NCCc1ccccc1)c1nc2c(nnn2Cc2ccccc2Cl)c(=O)[nH]1	99	105	103	107	95	0	105	-8
Cc1cc(=O)oc2cc(OCC(=O)NC3CCN(Cc4ccccc4)CC3)c(Cl)cc12	112	120	105	117	119	0	91	14
Cc1ccc(NNS(=O)(=O)c2ccc(C)cc2)cc1	96	92	103	104	99	0	93	2
CC1CN(S(=O)(=O)c2ccc(C(=O)Nc3ccc(S(=O)(=O)N4CCOCC4)cc3)cc2)CC(C)O1 (stereo unspecified)	110	101	103	101	97	0	116	12

Other compounds follow:
SMILES	MEP2-GFP yeast	AGP1-GFP MLPCN	RPL19A TOR yeast	CIT2-GFP yeast	LAP4 TOR yeast	GRK2 inh	CR mimetic SO	VLA-4 inh
CCOCCn1c(=NC(=O)c2ccc(S(=O)(=O)N3CCOCC3)cc2)sc2cc(S(N)(=O)=O)ccc21	98	104	99	98	108	0	101	-1
O=C(O)c1[nH]c2ccccc2c1NS(=O)(=O)c1ccc(F)cc1	119	98	96	107	106	5	135	10
COc1ccc2[nH]c(=O)c(CN(C(=O)c3ccco3)C3CCCCC3)cc2c1	118	97	98	95	94	0	95	-1
Nc1ccccc1OCCOc1ccccc1N	101	103	102	107	100	5	116	4
O=C1c2ccccc2NC(c2cccc(O)c2)N1NS(=O)(=O)c1ccccc1 (stereo unspecified)	106	100	102	103	97	2	83	11
COc1cccc(CNC(=O)Cn2ccc3cc(S(=O)(=O)N4CCC(C)CC4)ccc32)c1	100	97	98	96	92	0	115	15
COC(=O)[C@]1(Cc2ccccc2)N[C@H](CN(C)S(=O)(=O)c2ccc(OC)cc2)[C@@H]2C(=O)N(C)C(=O)[C@@H]21	90	96	93	98	91	4	96	13
COc1ccc(S(=O)(=O)N2CCC(C(=O)NCCc3ccccc3)CC2)cc1OC	94	95	94	89	93	7	91	8
N#Cc1cccc(OC(=O)c2ccc3c(=O)n4c(nc3c2)CCC4)c1	94	91	90	98	96	1	93	-3
NC(=O)C1CCN(C(=O)C2CCC(=O)N(C3CCCCCC3)C2)CC1 (stereo unspecified)	99[may fluoresce green]	106[may fluoresce green]	103[may fluoresce green]	113[may fluoresce green]	100[may fluoresce green]	2	102	11
CSC1=NCCN1C(=O)Cc1cccc2ccccc12	102	103	96	99	98	1	94	1
CCOC(=O)c1c2c3c(cccc3[nH]c1=O)C(=O)c1ccccc1-2	99	103	97	105	98	5	99	-9
COc1cccc(NC(=O)C2CCCC2)c1	104	99	99	99	100	2	95	-2
Cc1ccc(-c2nc(-c3ccccn3)no2)cc1[N+](=O)[O-]	96	98	96	92	110	0	111	-6
CS(=O)(=O)/C(C#N)=C/c1cccn1S(=O)(=O)c1ccccc1	108	95	107	116	94	2	93	-6
Nn1cc(-c2ccccc2)nc1SCC(=O)N1CCN(S(=O)(=O)c2ccccc2)CC1	110	105	100	106	105	0	118	1
O=C(CCn1c(=O)[nH]c2ccccc2c1=O)Nc1ccccc1	100	97	95	91	98	2	103	-6
Cc1ccc(NC(=O)c2ccccc2OCC(=O)c2ccc(F)cc2)cc1	127	100	103	116	108	1	101	1
CC(=O)c1cccc(NC(=O)C2CC(=O)N(CCc3ccccc3)C2)c1 (stereo unspecified)	92	96	99	89	104	4	96	2
CC(C)C(CCNC1CCN(C)CC1)c1ccc(Cl)cc1 (stereo unspecified)	105	119	105	114	121	0	96	10
CCn1nc(C(=O)NNC(=O)c2cc(Cl)ccc2OC)c2ccccc2c1=O	115	102	109	104	107	0	108	7
O=C(CN(C(=O)CCC(=O)Nc1ccccn1)c1ccc(F)cc1)NCc1ccco1	?	?	82	80	77	5	84	11
Cc1cccc(NC(=O)COC(=O)CSc2ccccc2)c1C	102	117	109	96	119	2	129	-3
O=S(=O)(Nc1ccccn1)c1ccc(C2CCCCC2)cc1	113	114	106	104	103	1	113	8
N#CC1(NC(=O)COC(=O)c2nc(Cl)ccc2Cl)CCCCC1	101	112	99	108	107	2	83	38
O=C(CSc1ccc2nnc(-c3cccnc3)n2n1)Nc1cccc(F)c1	99	101	97	94	108	0	97	-5
CC1CCCCC1NC(=O)COC(=O)c1ccc2ccccc2n1 (stereo unspecified)	119	105	99	111	118	0	96	8
COc1ccccc1C(=O)N/C(=C\c1ccc(Br)cc1)C(=O)NCCCO	91	95	96	90	97	2	96	14
O=C(NC1CCSc2ccccc21)c1c(F)cccc1Cl (stereo unspecified)	100	97	102	91	97	0	91	12
CC(C)c1cc(N=NC(N)=O)cc(C(C)C)c1O	104	96	100	101	93	4	88	-1
